NF-kB neuron act – NF-kB expression increase, human neuronal cells; fold change at 12.5 µM; AID 1239; NF-kB reporter expression; hits give high values; 190,000 tested, 1.6% active; in the data active = fold change above about 3.3
TNAP inh hi DEA – TNAP (human) inhibition, high acceptor | P05186 | purified TNAP, CDP-star luminescence, 1 M DEA | inhibition, % at 20 µM | 200,000 tested, 0.03% active | AID 1135;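 active = over 50% inhibition of tissue-nonspecific alkaline phosphatase at 20 µM in the single-dose screen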;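 note: plate controls were DMSO wells for no effect and EDTA-quenched wells as full inhibition for full effect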
Target sequence (P05186 whole entry, looked up): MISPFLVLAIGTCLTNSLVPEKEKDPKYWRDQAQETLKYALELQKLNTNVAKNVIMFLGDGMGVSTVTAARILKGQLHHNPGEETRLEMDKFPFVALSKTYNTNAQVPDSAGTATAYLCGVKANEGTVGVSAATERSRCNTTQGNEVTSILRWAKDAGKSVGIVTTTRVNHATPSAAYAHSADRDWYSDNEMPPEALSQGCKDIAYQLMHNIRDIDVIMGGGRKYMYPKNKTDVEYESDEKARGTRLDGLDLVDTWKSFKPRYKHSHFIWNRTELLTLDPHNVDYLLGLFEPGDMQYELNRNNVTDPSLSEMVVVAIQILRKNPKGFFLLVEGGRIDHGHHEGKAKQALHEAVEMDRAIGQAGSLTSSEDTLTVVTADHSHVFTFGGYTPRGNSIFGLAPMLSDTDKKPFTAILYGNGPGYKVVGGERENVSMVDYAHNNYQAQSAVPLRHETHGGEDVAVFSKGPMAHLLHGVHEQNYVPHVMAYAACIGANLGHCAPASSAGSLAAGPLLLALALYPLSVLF
PMI activator – activators of human phosphomannose isomerase. activation factor at 20 µM. P34949. 190,000 tested, 0.005% active. purified human PMI, coupled resazurin fluorescence, 20 min; hits give high values; 1 = vehicle control, 0 substrate-free wells;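 active = activation factor of 2 or more at 20 µM, relative to plate controls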
Target sequence (P34949 whole entry, looked up): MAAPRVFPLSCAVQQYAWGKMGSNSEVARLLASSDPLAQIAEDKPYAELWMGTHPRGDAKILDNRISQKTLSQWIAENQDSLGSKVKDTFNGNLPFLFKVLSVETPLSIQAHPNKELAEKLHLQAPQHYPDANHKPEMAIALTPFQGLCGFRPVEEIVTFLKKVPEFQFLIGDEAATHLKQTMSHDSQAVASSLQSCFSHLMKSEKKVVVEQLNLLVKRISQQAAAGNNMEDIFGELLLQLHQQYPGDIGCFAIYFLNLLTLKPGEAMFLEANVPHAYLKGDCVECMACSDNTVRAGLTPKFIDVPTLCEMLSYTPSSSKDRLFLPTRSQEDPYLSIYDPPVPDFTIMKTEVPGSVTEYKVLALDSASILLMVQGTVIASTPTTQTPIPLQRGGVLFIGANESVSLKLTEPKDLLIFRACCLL
PMI act satM6P – PMI (human) activation, high substrate; P34949; coupled PMI enzyme assay, resazurin fluorescence, 20 min; hits give high values; 1 = untreated enzyme, 0 = substrate-free blank; activation factor at 20 µM; 190,000 tested, 0.34% active;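 active = activation factor of 2 or more at 20 µM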
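assay system = human phosphomannose isomerase with PGI, G6PDH, diaphorase coupling enzymes | quantity = 15 ng/mL PMI | incubation = enzyme reaction with compound 20 min at room temperature | medium = HEPES pH 7.4 buffer with MgCl2 and Tween-20 | compound dosing = one concentration, 20 µM, in 1% DMSO | measured by = Diaphorase-driven resazurin-to-resorufin fluorescence, excitation 544, emission 590 nm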
bIAP act – intestinal alkaline phosphatase (bovine) activation; activation factor at 20 µM; purified bovine IAP, CDP-star luminescence, 30 min; hits give high values; fold of DMSO-control signal, blank-subtracted; 200,000 tested, 0.17% active;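 active = activation factor of 2 or more at 20 µM, a signal rise over negative controls twice the positive control's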
FLuc inhib CS – inhibits firefly luciferase, flagging false hits in luciferase inhibition screens; P08659; ATPLite firefly luciferase biochemical luminescence, 10 min; inhibition, % at 10 µM; 200,000 tested, 1.5% active; AID 1006;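 active = inhibition above about 50% when tested at 10 µM, limit read from the data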
TNAP act hiacc – activators of human TNAP at high phosphate acceptor concentration. activation factor at 20 µM. 200,000 tested, under 10 active. AID 1136. P05186. purified TNAP, CDP-star luminescence, 1 M DEA, 30 min; hits give high values; 0 = EDTA background, 1 = DMSO-only activity;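 active = activation factor at least 2 at 20 µM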
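Measured by: Luminescent substrate turnover signal | Test system: Human TNAP | Input: TNAP 1/800 final | Dosing: 20 µM single point | Schedule: 30 min, room temperature | Controls: EDTA wells as negative control, DMSO wells as positive control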
FLuc act counter – affects firefly luciferase, flagging false hits in luciferase stimulation screens; 200,000 tested, under 10 active; ATPlite luciferase biochemical, luminescence, 10 min; 0 = ATP-free wells, 1 = DMSO control; activation factor at 10 µM; P08659;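 active = luciferase activation factor, scaled between plate controls, of at least 2 with compound at 10 µM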
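System: cell-free luciferase reagent; medium: PBS as buffer for the ATP substrate; doses: test compounds dosed from 2 mM stocks in 100% DMSO; incubation: 10 min, room temperature; measured by: luminescence from luciferase reaction; read-out: luciferase activation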
APP 5'UTR act – APP 5'UTR luciferase reporter activation; SH-SY5Y APP 5'UTR luciferase reporter, luminescence; zero percent = DMSO vehicle wells; activation, % at 2 µM; 190,000 tested, 1% active; AID 1276;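 active = activation above a set limit, based on mean plus 3 SD of controls, cut at about 140% in these data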; note: values of inactives mirror those of a sister screen read the other way
TNAP inh noacc – blocks human TNAP activity with no phosphate acceptor present. P05186. purified TNAP, CDP-star luminescence, 30 min. inhibition, % at 20 µM. 200,000 tested, 0.26% active. AID 1012;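 active = tissue-nonspecific alkaline phosphatase inhibition above about 50% at 20 µM in the single-dose screen, limit read from the data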;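 note: 0% = DMSO negative control and 100% = EDTA positive control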
An asterisk follows results filed as active; . = not tested or not shown.

nr	SMILES	NF-kB neuron act	TNAP inh hi DEA	PMI activator	PMI act satM6P	bIAP act
1	C/C(=N\NC(=O)c1nn(C)c(C)c1Br)c1cccc(NC(=O)c2ccoc2C)c1	1.5	-5	1.1	1	1
2	CC1=CC(c2ccccc2)NC(=S)N1 (stereo not given)	1.1	-3	0.8	0.9	1
3	Cn1c(SCC(=O)Nc2cccc(F)c2)nnc1-c1cc2ccccc2o1	1.1	0	0.9	0.9	0.9
4	O=C(CSc1nnc2ccccn12)NCCc1ccc(Cl)cc1	1	-4	1.1	1	1
5	CC(C)CN(C(=O)CN1CCN(c2ccccc2F)CC1)c1c(N)n(CC(C)C)c(=O)[nH]c1=O	1.1	1	1.1	1	0.5
6	COC(=O)c1ccc(CNCC(=O)Nc2ccc(C(=O)OC)cc2)cc1	0.99	-3	1	1	1.2
7	CN(c1ccccc1C(=O)Nc1cccnc1)S(C)(=O)=O	1.4	-1	0.9	0.9	0.9
8	COc1cc2ncc(S(=O)(=O)c3ccccc3)c(N3CCC4(CC3)OCCO4)c2cc1OC	0.66	1	1.1	1.1	1
9	CCS(=O)(=O)c1ccc(O)c(NC(=O)/C=C/c2ccccc2)c1	1.5	-5	1	1	1
10	Cc1ccc(OCCCn2c(=O)oc3ccccc32)cc1	1.6	-1	0.8	0.9	0.8

nr	FLuc inhib CS	TNAP act hiacc	FLuc act counter	APP 5'UTR act	TNAP inh noacc
1	20	1.1	0.8	59	0
2	-1	1	1	-1	-25
3	-5	1	1.1	-4	-7
4	-4	1	1	67	-9
5	-2	1	1	17	5
6	0	1	1	-12	-8
7	-2	1	1	6	-10
8	-7	1	1.1	19	-6
9	27	1	0.7	21	-11
10	3	1	1	15	-6

Continuation:
nr	SMILES	NF-kB neuron act	TNAP inh hi DEA	PMI activator	PMI act satM6P	bIAP act
11	CC1CCN(S(=O)(=O)c2ccc(F)c(C(=O)O)c2)CC1	1.2	0	1.1	1	0.9
12	O=C(NNc1nc(-c2ccc(Br)cc2)cs1)c1ccco1	2	6	0.9	0.9	1.2
13	CC(C(=O)O)C1SC(=O)NC1=O (stereo not given)	1.2	-2	1	1	1
14	COc1ccc2[nH]cc(CCNC(=S)NCCc3ccccc3)c2c1	1.2	-5	0.9	1	0.6
15	CCOC(=O)C(CCSC)NC(=O)CN (stereo not given)	1.2	-6	0.9	0.6	0.9
16	N#CC1=C(O)CCCn2c1nc1ccccc1c2=O	0.97	-7	1	1	1
17	O=C(COc1ccc(Cl)cc1)Nc1ncccn1	1.4	-3	1	1	0.9
18	O=C(NC1(C(F)(F)F)N=C(c2ccccc2)NC1=O)c1ccccc1F (stereo not given)	1.3	-4	0.9	0.9	1.4
19	Cc1ccccc1CN1C[C@@H]2C[C@@H](c3ccc4nsnc4c3)N3CCC[C@@]23C1=O	.	-4	1	0.9	0.9
20	COc1cc2cc(CN(CCO)C(=O)c3cccs3)c(=O)[nH]c2cc1OC	0.97	-2	1	1	0.9

nr	FLuc inhib CS	TNAP act hiacc	FLuc act counter	APP 5'UTR act	TNAP inh noacc
11	-1	1	1	0	-8
12	8	0.9	0.9	-18	-152
13	0	1	1	0	-7
14	-6	1.1	1.1	-8	-8
15	-8	1.1	1.1	-2	-16
16	3	1.1	1	4	-12
17	20	1	0.8	10	-9
18	-6	1	1.1	-5	-7
19	-5	1	1	4	-6
20	-7	1	1.1	.	-13

(more compounds)
nr	SMILES	NF-kB neuron act	TNAP inh hi DEA	PMI activator	PMI act satM6P	bIAP act
21	COc1ccc(NC(=O)COC(=O)CNC(=O)c2cc(OC)c(OC)c(OC)c2)cc1	1.1	-1	1.1	1.1	0.9
22	CCc1ccccc1NC(=S)N(CCN(C)C)C(C)c1ccccn1 (stereo not given)	0.92	-2	1	1	1
23	Cn1cnnc1SCC(=O)c1ccco1	1.1	-8	1.1	1	1
24	CCOC(=O)/C(C#N)=C1/SC(CCO)C(=O)N1c1ccccc1 (stereo not given)	1.4	5	1.3	1.3	0.7
25	Cc1ccc(/C=C2\NC(=S)NC2=O)cc1[N+](=O)[O-]	1.2	-4	1.1	1.1	1
26	S=c1[nH]nc(-c2ccco2)n1/N=C/c1cccc(Cl)c1Cl	0.93	2	0.9	1.1	1.3
27	CCc1nc(SCC(=O)NCCc2ccc(OC)c(OC)c2)c2c(=O)n(C)c(=O)n(C)c2n1	1.2	-3	0.9	0.9	0.9
28	COc1ccc2cc(C#N)c(SCC(=O)NNC(=O)Cc3ccccc3)nc2c1	0.97	-4	0.9	0.9	1.1
29	NC(=O)NCCCC(=O)OCC(=O)c1ccc2ccccc2c1	0.88	-5	1	1	1
30	COc1cccc2cc(C(=O)NCc3ccco3)c(=O)oc12	2.6	-5	1	0.9	1.1

nr	FLuc inhib CS	TNAP act hiacc	FLuc act counter	APP 5'UTR act	TNAP inh noacc
21	-4	1	1	18	-5
22	-4	1	1	-9	0
23	-7	1.1	1.1	-2	-15
24	-2	1	1	-16	8
25	-5	1	1	-3	-26
26	-9	1	1.1	0	21
27	-6	1	1.1	12	-14
28	-4	1	1	-1	-12
29	16	1	0.8	8	-14
30	21	1.1	0.8	17	-8

Next part:
nr	SMILES	NF-kB neuron act	TNAP inh hi DEA	PMI activator	PMI act satM6P	bIAP act
31	CC1(C)CC(O)C(C(O)c2cccc([N+](=O)[O-])c2)C(C)(C)N1 (stereo not given)	0.89	1	0.9	1	1
32	COC(=O)/N=C/c1c(NCc2ccccc2)nc2c(C)cccn2c1=O	2	-5	0.9	1	0.9
33	COCCCNCCOCCOc1ccc(Cl)cc1C(C)(C)C	0.77	-2	1.1	1	0.9
34	Cc1ccc(C)n1-c1ccsc1C(=O)CC#N	1.2	-7	1	0.9	1
35	O=C(CSc1ccc(-c2ccncc2)nn1)N1CCCC1	1.2	-4	1.1	1	1
36	COC(=O)c1cccc(N2C(=O)C3CC=CCC3C2=O)c1 (stereo not given)	1.2	1	1.1	1.1	0.9
37	Cc1cc(CNC(=O)COc2ccc(F)cc2Cl)cc(C)c1O	0.96	-4	1	0.9	1
38	O=C(NCc1ccccc1)c1ccc(/C=N/O)nc1	0.97	-5	1.1	0.9	1.2
39	CC1CN=C2C(C(=O)Nc3ccccc3)=C(O)CC(c3ccccc3)N21 (stereo not given)	1	0	1	1	1.1
40	C=CCn1c(SCC(=O)NCC)nnc1-c1cc2c(s1)CCC(CC)C2 (stereo not given)	1.2	-6	0.9	0.9	0.9

nr	FLuc inhib CS	TNAP act hiacc	FLuc act counter	APP 5'UTR act	TNAP inh noacc
31	-1	1	1	11	-5
32	-5	1.1	1.1	13	-8
33	-7	1	1.1	-6	12
34	-6	1.1	1.1	19	-19
35	-4	1	1	20	-12
36	-7	1	1.1	-8	-6
37	1	1	1	8	-6
38	-4	1	1	3	-6
39	-6	1	1.1	8	-12
40	20	1.1	0.8	4	-8

Continuation.
nr	SMILES	NF-kB neuron act	TNAP inh hi DEA	PMI activator	PMI act satM6P	bIAP act
41	CN1CCN(C(CNS(=O)(=O)c2cccs2)c2cccnc2)CC1 (stereo not given)	1.3	-6	1	0.9	1
42	CSCCC(NC(=O)c1ccccc1Br)C(=O)Nc1ccc(C)cc1 (stereo not given)	0.93	2	1.1	1.1	1
43	COc1ccc(Cc2nnc(NC(=O)Cn3cnc4c3c(=O)n(C)c(=O)n4C)s2)cc1OC	1	-4	1	1	1
44	O=C(/C=C/c1ccc(Br)cc1)NC1CCCCCC1	1.7	-4	1	1	0.9
45	O=C(NCCN1CCOCC1)c1ccc([N+](=O)[O-])cc1[N+](=O)[O-]	1.2	3	1	1	0.9
46	CCN(CC)C(=O)CSc1nnc(-c2ccc(S(=O)(=O)NCc3ccccc3Cl)cc2)o1	0.73	-3	1	0.9	0.9
47	O=C(Cn1cc2c(n1)CCCC2)N1CCOCC1	1.4	0	0.9	0.9	1.1
48	COc1cccc(S(=O)(=O)Nc2ccc(C(=O)Nc3ccncc3)cc2)c1	0.98	-1	1	1	1
49	CCN(CC)c1c([N+](=O)[O-])ncn1C	0.91	0	1	1	0.8
50	CCOC(=O)c1[nH]c2cc(OC)c(OC)cc2c1NC(=O)c1ccc2c(c1)OCO2	0.97	0	0.9	0.9	1
51	CCN1CCN(c2c(Cl)cccc2NC(=O)c2ccco2)CC1	1.5	-7	0.8	0.8	1
52	COC(=O)C(C)N(C(=O)c1ccc(C(=O)c2ccccc2)cc1)c1c(C)cccc1C (stereo not given)	0.76	1	0.9	1	1
53	COc1cc(CC(=O)OCC(=O)Nc2ccc([N+](=O)[O-])cc2)cc(OC)c1OC	1.6	-1	1	0.9	0.9

nr	FLuc inhib CS	TNAP act hiacc	FLuc act counter	APP 5'UTR act	TNAP inh noacc
41	-5	1.1	1.1	9	-12
42	4	1	1	11	-40
43	-2	1	1	-6	-7
44	6	1	0.9	-5	-9
45	3	1	1	15	-5
46	-4	1	1	3	8
47	-2	1	1	-5	-12
48	-6	1	1.1	-5	-6
49	-6	1	1.1	-9	-6
50	-4	1	1	0	2
51	-4	1.1	1	8	-13
52	-4	1	1	-10	-1
53	-1	1	1	1	-13

Compound activity as filed in PubChem.
